Screening results deposited in PubChem BioAssay by several laboratories.
human PMI inhibitors: human PMI inhibitors, high substrate, primary screen, biochemical, fluorescence intensity, high mannose 6-phosphate (AID 1220); recombinant PMI enzyme, coupled fluorescence intensity; higher % means a stronger effect; inhibition, % at 20 µM; hits with a dose series show IC50 in µM; 0.66% of 190,000 active; in the data active means inhibition above about 50%
M1AAP inhibition: malaria alanyl aminopeptidase activity blockers – biochemical, fluorogenic H-Leu-NHMec substrate, 1536-well (AID 1445). 0.42% of 220,000 active. inhibition, % at 30 µM, or IC50 in µM where a hit was titrated. recombinant M1AAP, H-Leu-NHMec fluorogenic kinetic assay; higher % means a stronger effect;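 active means primary inhibition above the hit cutoff, then over 50% inhibition at one or more dose response concentrations, cut at about 23% in these data, passing the limit was not always enough; inconclusive means conflicting primary data, or primary hits not chosen for dose response; inactive means low primary inhibition, or under 50% at every dose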;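 further: plate controls were DMSO full reaction for no effect and no enzyme background for full effect; strong numbers were not always called active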
West Nile antiviral: inhibition of WNV-induced cytopathic effect – cell-based, CPE readout (AID 1621) | 0.02% of 290,000 active | West Nile virus-infected cells, CPE inhibition; higher % means a stronger effect | CPE inhibition, % at 10 µM; hits with a dose series show IC50 in µM; in the data active means a potency from the dose series; inconclusive means CPE inhibition mostly from about 3.7% at the one dose, without a potency; inactive means the rest, 99 in 100 with CPE inhibition below about 2.2%; further: strong numbers were not always called active
P. falciparum M17LAP: P. falciparum M17LAP inhibitors, primary screen, biochemical, fluorogenic H-Leu-NHMec substrate, 1536-well (AID 1619); recombinant M17LAP, H-Leu-NHMec fluorogenic kinetic assay; higher % means a stronger effect; 0.38% of 220,000 active; one-dose inhibition, % at 30 µM; IC50 in µM for titrated hits;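 active means compound inhibiting the enzyme by more than half at any dose during confirmatory dose-response retesting; inconclusive means strong single-dose inhibitors picked by rank but not retested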;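 further: plate controls were full reaction with DMSO carrier for no effect and no enzyme background for full effect; strong numbers were not always called active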
Siah-1 displacement: blockers of Siah-1 interaction with plectin peptide – biochemical, fluorescence polarization, rhodamine-plectin, uHTS, primary screen (AID 1817). displacement, % at 20 µM; hits with a dose series show IC50 in µM. 0.02% of 290,000 active. Siah-1 / rhodamine-plectin peptide fluorescence polarization; higher % means a stronger effect;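 active means displacement of at least 50% at 20 µM, with a fluorescence ratio check between 0.3 and a set limit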;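 further: plate controls were Siah plus tracer with DMSO for no effect and tracer alone without Siah for full effect; strong numbers were not always called active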
Yfh1-off respiration: enhancers of respiration in Yfh1-depleted yeast, dose response, Friedreich's ataxia, plus single-dose screen (AID 1465) | S. cerevisiae Yfh1-off respiration, WST-1 reduction, 72 h; higher fold induction means a stronger effect | fold induction at 50 µM, or EC50 in µM where a hit was titrated | 0.074% of 220,000 active;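 active means fold induction of absorbance versus untreated yeast above a set limit, then at least 30% activation at any dose in follow-up; inconclusive means repeats straddling the limit, or above it without dose testing; inactive means fold induction below the set limit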;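 further: activators that raise dye reduction in frataxin-depleted yeast; strong numbers were not always called active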
XIAP antagonists: XIAP antagonists, biochemical, IAP family, fluorescence polarization (AID 1018); XIAP BIR domain, fluorescence polarization peptide displacement; higher % means a stronger effect; one-dose displacement, % at 20 µM; IC50 in µM for titrated hits; 0.007% of 200,000 active; in the data active means displacement above about 50%; further: a part of the inactive calls stands beside numbers as strong as those of hits
PhoP inhibition: inhibitors of PhoP regulon expression, primary screen, Salmonella Typhimurium, GFP reporter (AID 1863) | 0.16% of 300,000 active | inhibition, % at 50 µM; hits with a dose series show IC50 in µM | S. Typhimurium PhoP-regulated promoter GFP reporter, 4 h; higher % means a stronger effect;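 active means inhibition over 29.93%, a cutoff 3 SD above the screen mean, later confirmed by dose response; inconclusive means inhibition over 29.93% but no dose response follow-up; inactive means inhibition at most 29.93% or unconfirmed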;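 further: 0% = low Mg2+ inducing control and 100% = high Mg2+ repressing control; strong numbers were not always called active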
CSM14.1 death rescue: rescue of cells from ER stress-induced death, primary screen, 384-well, CSM14.1, thapsigargin, ATP luminescence (AID 1222). CSM14.1 thapsigargin-induced death rescue, ATP luminescence; higher % means a stronger effect. 190,000 tested, under 10 active. cellular ATP content (survival), % at 20 µM, or EC50 in µM where a hit was titrated;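 active means EC50 below 50 µM in the dose-response confirmation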;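 further: death triggered by thapsigargin at about 15 µM added after 2 h compound pretreatment; cell ATP read after overnight thapsigargin exposure of roughly 18 to 22 hours; normalized against plate controls of thapsigargin alone and 5% DMSO vehicle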
* = called active by the depositor.

For CC12/C(=N/O)C3C4CC5C3/C(=N/O)C1C5C42 (stereo unspecified) the results were human PMI inhibitors 13%, M1AAP inhibition 7%, West Nile antiviral 0.1%, P. falciparum M17LAP -2%, Siah-1 displacement 4%, Yfh1-off respiration inactive, XIAP antagonists -6.6%, PhoP inhibition 2% and CSM14.1 death rescue 3.1%.
CCOC(=O)N1CCN(C(=O)CCCN2C(=O)CSc3nc(C)cc(C)c32)CC1 was read as human PMI inhibitors -13%, M1AAP inhibition -4%, West Nile antiviral -0.3%, P. falciparum M17LAP -3%, Siah-1 displacement -9%, Yfh1-off respiration inactive, XIAP antagonists -7.8%, PhoP inhibition -5% and CSM14.1 death rescue 4.6%.
COc1cc(CN2CCNC(=O)C2CC(=O)NCCC2=CCCCC2)cc(OC)c1 (stereo unspecified) was read as human PMI inhibitors 25%, M1AAP inhibition 8%, West Nile antiviral -0.1%, P. falciparum M17LAP 1%, Siah-1 displacement 0%, Yfh1-off respiration inactive, XIAP antagonists -6.9%, PhoP inhibition -7% and CSM14.1 death rescue -0.8%.
CCOc1ccc(NC(=O)COC(=O)C2(C)CC2(Cl)Cl)c([N+](=O)[O-])c1 (stereo unspecified) was read as human PMI inhibitors 5%, M1AAP inhibition 2%, West Nile antiviral 0.1%, P. falciparum M17LAP 33%, Siah-1 displacement 1%, Yfh1-off respiration inactive, XIAP antagonists -1.7%, PhoP inhibition 9% and CSM14.1 death rescue -0.6%.
`NC(=O)c1ccccc1NC(=O)c1ccccc1S(=O)(=O)c1ccccc1[N+](=O)[O-]` gave human PMI inhibitors -8%, M1AAP inhibition inconclusive, West Nile antiviral -0.2%, P. falciparum M17LAP 13%, Siah-1 displacement 4%, Yfh1-off respiration inactive, XIAP antagonists -4.6%, PhoP inhibition 8% and CSM14.1 death rescue -1.6%.
For COC(=O)[C@@]1(Cc2ccc(F)cc2)[C@H]2c3cc(C(=O)N(C)C)n(Cc4ccc(OC(F)(F)F)cc4)c3C[C@H]2CN1C(=O)c1ccccc1 the results were human PMI inhibitors 14%, M1AAP inhibition 6%, P. falciparum M17LAP 17%, Siah-1 displacement -1%, XIAP antagonists -7.4%, PhoP inhibition 8% and CSM14.1 death rescue -3.5%.
CCCn1nc(C(=O)OCC(=O)Nc2cccc(OC)c2)c2ccccc2c1=O was read as human PMI inhibitors 6%, M1AAP inhibition 1%, West Nile antiviral 0.3%, P. falciparum M17LAP 6%, Siah-1 displacement 2%, Yfh1-off respiration inactive, XIAP antagonists -5.0%, PhoP inhibition -3% and CSM14.1 death rescue 1.9%.
`Cc1nnc(NC(=O)CSc2nnc(-c3ccco3)o2)s1` gave human PMI inhibitors 3%, M1AAP inhibition 0%, West Nile antiviral -0.1%, P. falciparum M17LAP 6%, Siah-1 displacement -1%, Yfh1-off respiration inactive, XIAP antagonists -3.0%, PhoP inhibition -5% and CSM14.1 death rescue -0.5%.
Cc1nn(C)cc1/C=N/NC(=O)c1ccco1 was read as M1AAP inhibition 0%, West Nile antiviral 0.2%, P. falciparum M17LAP 1%, Siah-1 displacement 2%, Yfh1-off respiration inactive and PhoP inhibition 0%.
`COc1cc(NC(=O)CSc2nnc(C)s2)cc(OC)c1OC` gave human PMI inhibitors 10%, M1AAP inhibition 7%, West Nile antiviral 0.1%, P. falciparum M17LAP 12%, Siah-1 displacement 3%, Yfh1-off respiration inactive, XIAP antagonists 1.1%, PhoP inhibition -6% and CSM14.1 death rescue -2.1%.
Screening CC(C)N(C(=O)c1ccc(C(=O)Nc2ccc([N+](=O)[O-])cc2)cc1)C(C)C returned human PMI inhibitors 1%, M1AAP inhibition -11%, West Nile antiviral -0.1%, P. falciparum M17LAP -9%, Siah-1 displacement -3%, Yfh1-off respiration inactive, XIAP antagonists -10%, PhoP inhibition 11% and CSM14.1 death rescue -0.3%.
`c1ccc(CCNc2nc(-c3ccccn3)cs2)cc1` gave human PMI inhibitors 19%, M1AAP inhibition 0%, West Nile antiviral -1.5%, P. falciparum M17LAP 15%, Siah-1 displacement -4%, Yfh1-off respiration inactive, XIAP antagonists -4.6%, PhoP inhibition 7% and CSM14.1 death rescue 29%.
`CCN1CCC2(CC1)N=C(c1ccc(F)cc1)C(=S)N2C(=O)c1ccc(C)cc1` gave human PMI inhibitors -10%, M1AAP inhibition -1%, West Nile antiviral -0.4%, P. falciparum M17LAP 4%, Siah-1 displacement 1%, Yfh1-off respiration inactive, XIAP antagonists -8.5%, PhoP inhibition -4% and CSM14.1 death rescue -2.2%.
Screening S=c1[nH]nc(C2CCCCC2)n1/N=C/C(Cl)=C\c1ccccc1 returned human PMI inhibitors 21%, M1AAP inhibition 6%, West Nile antiviral 0.8%, P. falciparum M17LAP 5%, Siah-1 displacement 1%, Yfh1-off respiration inactive, XIAP antagonists 0.0%, PhoP inhibition -8% and CSM14.1 death rescue -0.1%.
Screening CC(C)C(c1nnnn1C1CCCC1)N1CCOCC1 (stereo unspecified) returned human PMI inhibitors 6%, M1AAP inhibition 10%, West Nile antiviral 0.2%, P. falciparum M17LAP 1%, Siah-1 displacement -6%, Yfh1-off respiration inactive, XIAP antagonists -4.2%, PhoP inhibition -5% and CSM14.1 death rescue -2.6%.
COc1ccc(C(=O)Nc2ccc(CN3CCOCC3)cc2)cc1 was read as human PMI inhibitors -1%, M1AAP inhibition 3%, West Nile antiviral -0.3%, P. falciparum M17LAP -6%, Siah-1 displacement -1%, Yfh1-off respiration inactive, XIAP antagonists -2.9%, PhoP inhibition 12% and CSM14.1 death rescue 0.9%.
Screening CC(C)(C)c1ccc(S(=O)(=O)N2CCC(O)(c3ccc(Cl)cc3)CC2)cc1 returned M1AAP inhibition 0%, West Nile antiviral -1.6%, P. falciparum M17LAP 0%, Siah-1 displacement -2%, Yfh1-off respiration inactive and PhoP inhibition -3%.
Screening Cc1nnsc1C(=O)Nc1ccccc1 returned human PMI inhibitors 5%, M1AAP inhibition 3%, West Nile antiviral -0.1%, P. falciparum M17LAP -4%, Siah-1 displacement -8%, Yfh1-off respiration inactive, XIAP antagonists -2.3%, PhoP inhibition 10% and CSM14.1 death rescue -3.4%.
For COc1ccc(/C=N/NC(=O)c2ccccc2O)cc1Cn1nnc2ccccc21 the results were M1AAP inhibition 23%, West Nile antiviral 0.3%, P. falciparum M17LAP 11%, Siah-1 displacement -7%, Yfh1-off respiration inactive and PhoP inhibition -5%.
Screening Cc1cc(C)cc(N2C(=O)CC(N(C(=O)c3ccco3)c3cc(C)cc(C)c3)C2=O)c1 (stereo unspecified) returned human PMI inhibitors 12%, M1AAP inhibition -3%, West Nile antiviral 0.0%, P. falciparum M17LAP 3%, Siah-1 displacement 0%, Yfh1-off respiration inactive, XIAP antagonists -3.3%, PhoP inhibition 11% and CSM14.1 death rescue 4.3%.
`CN(C)CCCNCCCNC(=O)c1ccccn1` gave human PMI inhibitors -3%, M1AAP inhibition -6%, West Nile antiviral 0.2%, P. falciparum M17LAP 1%, Siah-1 displacement 0%, Yfh1-off respiration inactive, XIAP antagonists -2.3%, PhoP inhibition 13% and CSM14.1 death rescue 1.6%.
Screening O=S(=O)(Nc1cccc(-c2nc3cccnc3s2)c1)c1ccc2c(c1)OCCO2 returned human PMI inhibitors 27%, M1AAP inhibition 9%, West Nile antiviral 0.4%, P. falciparum M17LAP 3%, Siah-1 displacement 13%, Yfh1-off respiration inactive, XIAP antagonists -4.4% and PhoP inhibition -4%.
`C=CCOc1ccccc1CNc1ccc2[nH]c(=O)[nH]c2c1` gave human PMI inhibitors 32%, M1AAP inhibition 5%, West Nile antiviral -0.8%, P. falciparum M17LAP -4%, Siah-1 displacement 2%, Yfh1-off respiration inactive, XIAP antagonists -1.7%, PhoP inhibition -7% and CSM14.1 death rescue -1.3%.
Screening CC(NC(=O)c1ccc(F)cc1)c1ccc2c(c1)CCCC2 (stereo unspecified) returned human PMI inhibitors 4%, M1AAP inhibition 2%, West Nile antiviral -0.1%, P. falciparum M17LAP 0%, Siah-1 displacement 2%, Yfh1-off respiration inactive, XIAP antagonists -2.3%, PhoP inhibition 2% and CSM14.1 death rescue 0.4%.
For Cc1nnsc1Sc1ccccc1 the results were human PMI inhibitors -10%, M1AAP inhibition 5%, West Nile antiviral -0.2%, P. falciparum M17LAP -3%, Siah-1 displacement -4%, Yfh1-off respiration inactive, XIAP antagonists -21%, PhoP inhibition -2% and CSM14.1 death rescue -1.5%.
`CCOc1ccc(N2C(=O)/C(=C\c3ccc(O)c(OC)c3)S(=O)(=O)C2c2cccc([N+](=O)[O-])c2)cc1` (stereo unspecified) gave human PMI inhibitors -6%, M1AAP inhibition 14%, West Nile antiviral 0.0%, P. falciparum M17LAP 15%, Siah-1 displacement 0%, Yfh1-off respiration inactive, XIAP antagonists -5.1%, PhoP inhibition 0% and CSM14.1 death rescue -1.9%.
For O=C(CN1C(=O)c2ccccc2C1=O)Nc1ccc(-c2nc3ccccc3o2)cc1 the results were human PMI inhibitors 2%, M1AAP inhibition 3%, West Nile antiviral 0.5%, P. falciparum M17LAP -7%, Siah-1 displacement -6%, Yfh1-off respiration inactive, XIAP antagonists -14% and PhoP inhibition 5%.
`COc1ccc(/C=C/C(=O)Nc2ccccc2)cc1S(=O)(=O)N1CCOCC1` gave M1AAP inhibition 2%, West Nile antiviral -0.4%, P. falciparum M17LAP 5%, Siah-1 displacement 7%, Yfh1-off respiration inactive and PhoP inhibition -1%.
For CCN(Cc1ccncc1)C(=S)Nc1ccccc1 the results were human PMI inhibitors -6%, M1AAP inhibition 1%, West Nile antiviral -0.5%, P. falciparum M17LAP 9%, Siah-1 displacement -7%, Yfh1-off respiration inactive, XIAP antagonists -12%, PhoP inhibition 5% and CSM14.1 death rescue 0.5%.
O=c1oc(/C=C/c2ccccc2)nc2sc3c(c12)CCC3 was read as human PMI inhibitors -2%, M1AAP inhibition -5%, West Nile antiviral 0.0%, P. falciparum M17LAP -4%, Siah-1 displacement -1%, Yfh1-off respiration inactive, XIAP antagonists -16%, PhoP inhibition -75% and CSM14.1 death rescue 2.5%.
For COC(=O)c1ccc(NC(C)C(=O)OC)c([N+](=O)[O-])c1 (stereo unspecified) the results were human PMI inhibitors -14%, M1AAP inhibition 7%, West Nile antiviral -0.3%, P. falciparum M17LAP 12%, Siah-1 displacement 8%, Yfh1-off respiration inactive, XIAP antagonists -3.8%, PhoP inhibition -9% and CSM14.1 death rescue -1.8%.
